Screens from PubChem BioAssay.
procasp7 counter – activates human procaspase-7, counter-screen for procaspase-3 activators | P55210 | recombinant procaspase-7, Ac-DEVD-pNA absorbance 405 nm; D23A/D198A/D206A triple mutant, cannot self-cleave; scale: DMSO 0, 5 µM enzyme 100 | activation, % at 8.5 µM | hit rate 0.093% among 330,000 | AID 463210;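 active = percent activation above the screen-wide mean plus 3 SD, cut at about 25% in these data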
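signal = Epi-absorbance of released pNA at 405 nm, two timepoints | assay system = Uncleavable procaspase-7 mutant enzyme | reagent = Ac-DEVD-pNA substrate, 400 µM as added | times = 1 h enzyme–compound preincubation and 2 h substrate reaction, both 25 °C | benchmarks = low DMSO alone, high DMSO plus 5 µM PC-7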
JMJD2C inh – blocks human GASC-1 demethylase activity. Q9H3R0. GST-JMJD2C(1-420) H3K9me3 demethylation, DELFIA europium. inhibition, % at 2.35 µM. hit rate 0.069% among 330,000. AID 2099;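 active = more than half of a compound's replicate wells show inhibition beyond 50%, single wells judged on their own value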;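 also: signal counts dimethyl H3K9 product captured on neutravidin plate; 0% = median of DMSO wells and 100% = 0.3 times that DMSO median; strong numbers were not always called active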
GRK2 inh – inhibitors of human GRK2 displacing RNA aptamer; P25098; bead flow cytometry, FAM-aptamer displacement from GRK2; inhibition of aptamer binding, % at 10 µM; hit rate 0.59% among 330,000; AID 488847;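 active = inhibition of aptamer binding above 40%, roughly 3 SD of noise, on plates passing a quality check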;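 also: median bead fluorescence of bound FAM aptamer so fluorescent compounds give negative values; no value below 0 was filed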
Target sequence (P25098 whole entry, looked up): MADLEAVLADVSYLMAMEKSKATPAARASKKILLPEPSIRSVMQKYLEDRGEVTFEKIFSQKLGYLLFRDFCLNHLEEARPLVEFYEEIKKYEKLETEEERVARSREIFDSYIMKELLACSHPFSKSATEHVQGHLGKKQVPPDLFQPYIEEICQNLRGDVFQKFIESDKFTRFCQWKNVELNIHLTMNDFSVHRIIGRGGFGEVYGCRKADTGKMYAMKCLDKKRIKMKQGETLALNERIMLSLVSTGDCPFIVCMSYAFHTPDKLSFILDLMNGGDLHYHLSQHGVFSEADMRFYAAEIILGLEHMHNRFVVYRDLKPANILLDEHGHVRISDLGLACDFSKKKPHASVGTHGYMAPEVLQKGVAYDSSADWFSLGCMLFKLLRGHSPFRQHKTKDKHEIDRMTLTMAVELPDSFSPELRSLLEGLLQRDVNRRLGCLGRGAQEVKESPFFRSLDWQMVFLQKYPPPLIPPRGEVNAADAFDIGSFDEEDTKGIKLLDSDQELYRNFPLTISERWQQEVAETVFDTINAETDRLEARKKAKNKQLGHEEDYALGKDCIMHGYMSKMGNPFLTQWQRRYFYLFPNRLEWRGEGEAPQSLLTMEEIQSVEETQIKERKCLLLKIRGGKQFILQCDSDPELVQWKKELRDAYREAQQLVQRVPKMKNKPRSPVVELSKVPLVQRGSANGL
core dimer inh – HCV core protein dimerization inhibition | TR-FRET GST/Flag-core106 dimerization, 1536-well | inhibition, % at 5 µM | hit rate 0.33% among 300,000 | AID 1899;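 active = inhibition above the mean of all tested compounds plus 3 SD, set per screening campaign, cut at about 45% in these data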
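Assay system: Tagged HCV core106 pair (GST and Flag) | Buffer or medium: KF-containing HEPES buffer, pH 7.45, DTT, CHAPS, BSA | Also added: Eu donor and XL665 acceptor anti-tag antibodies | Dosing: One concentration, 5 µM, in 0.5% DMSO | Timing: 4 h at 22.5 °C | Technique: TR-FRET 671 and 617 nm emission | Repeats: Singlicate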
VLA-4 inh – inhibition in a human VLA-4 binding assay; P13612; VLA-4 expressing cells, ligand binding flow cytometry; inhibition, % (about 7 µM as worked out from the volumes in the protocol); hit rate 0.2% among 330,000; in the data active = inhibition above about 50%
PP5 primary – blocks human protein phosphatase 5 activity; P53041; purified PP5c, OMFP substrate fluorescence; inhibition, % at 6.7 µM; hit rate 0.18% among 320,000; AID 1987;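 active = inhibition above the campaign's mean inhibition across all tested compounds plus 3 SD, cut at about 9.5% in these data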;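 also: 0% = DMSO only and 100% = 100 µM cantharidin control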
proCasp3 act – activators of human procaspase-3; P42574; recombinant procaspase-3 D3A, Ac-DEVD-pNA absorbance 405 nm; activation, % at 8.5 µM; hit rate 0.11% among 330,000; AID 463141;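 active = activation above the mean of all tested compounds plus 3 SD, cut at about 21% in these data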;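 also: 0% = DMSO alone and 100% = DMSO wells spiked with extra 5 µM PC-3 D3A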
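assay system = Procaspase-3 D3A mutant | signal = absorbance at 405 nm, 0 and 120 min | times = 1 h preincubation plus 2 h reaction at 25 °C | repeats = single replicate | read-out = % activation between DMSO and enzyme-spiked controls | medium = Zinc-free HEPES saline buffer with Triton X-100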
Fh CTSL1 inh – blocks F. hepatica cathepsin L1 in PFM18AAP counter-screen; recombinant F. hepatica cathepsin L1, Z-Leu-Arg-MCA fluorescence; inhibition, % at 5.96 µM; hit rate 0.49% among 300,000; AID 1906;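 active = inhibition above the mean of all tested compounds plus 3 SD, set per screening campaign, cut at about 17% in these data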;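 also: 0% = plate median of test compound wells and 100% = 1 µM Z-Phe-Ala-diazomethylketone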
PP1 counter – PP1-alpha (human) inhibition in PP5 counter-screen. P62136. AID 2235. hit rate 0.9% among 320,000. purified PP1alpha, OMFP fluorescence. inhibition, % at 6.7 µM;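 active = inhibition above the mean inhibition of all tested compounds plus 3 SD, computed separately for each screening campaign, cut at about 15% in these data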
Target sequence (P62136 whole entry, looked up): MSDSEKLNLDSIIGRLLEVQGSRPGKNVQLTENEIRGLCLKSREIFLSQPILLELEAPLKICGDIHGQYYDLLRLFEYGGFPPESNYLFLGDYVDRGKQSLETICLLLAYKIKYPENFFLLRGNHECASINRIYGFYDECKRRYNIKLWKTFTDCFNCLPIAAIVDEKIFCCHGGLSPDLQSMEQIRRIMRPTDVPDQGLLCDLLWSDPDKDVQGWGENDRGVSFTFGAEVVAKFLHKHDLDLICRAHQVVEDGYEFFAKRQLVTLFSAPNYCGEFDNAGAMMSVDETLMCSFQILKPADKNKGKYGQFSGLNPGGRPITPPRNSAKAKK
* = called active by the depositor; / = no result given.

SMILES | procasp7 counter | JMJD2C inh | GRK2 inh | core dimer inh | VLA-4 inh | PP5 primary | proCasp3 act | Fh CTSL1 inh | PP1 counter
CN(C)c1ccc(/C=C2\N=C(c3ccc(Cl)c([N+](=O)[O-])c3)NC2=O)cc1 | -4 | -22 | 0 | -3 | -325 | 4.2 | 2 | 1 | 1
Cc1cccc(NC(=O)c2ccc3c(c2)C(=O)N(Cc2cccnc2)C3=O)c1C | 1 | -8 | 0 | 2 | 7 | 1.5 | 1 | 1 | 4
CN(C)CCCNC(=O)c1ccc(Cl)c(S(=O)(=O)N2CCCCCC2)c1 | 2 | 0 | 0 | / | 12 | 0.9 | 5 | / | -9
O=C1CN(C(=O)CSc2nc3c(cnn3-c3ccccc3)c(=O)[nH]2)c2ccccc2N1 | 13 | / | 1 | / | -27 | 0.4 | 5 | / | 1
Cc1cc(S(=O)(=O)N2CCOCC2)ccc1OCC(=O)N1CCOCC1 | -1 | 11 | 3 | 10 | 5 | 3.0 | 1 | -3 | -4
Cc1ccc(NC(=O)c2ccc(OCC3CCCO3)cc2)c(C)c1 (stereo not given) | -8 | 7 | 0 | 3 | -7 | -3.2 | -4 | 0 | -1
CCCN(CCC)C(=O)CSc1ncccc1C(=O)O | 6 | 0 | 2 | -3 | -9 | 1.0 | -3 | -8 | -6
COc1ccc(S(=O)(=O)N2CCN(C)CC2)cc1C | 7 | -3 | 0 | -4 | -20 | -1.6 | 2 | 0 | -7
O=C1N/C(=C/c2ccco2)C(=O)N1Cc1ccccc1F | -4 | -2 | 20 | 8 | 4 | 0.5 | -9 | 2 | -2
Clc1ccc(C(c2nnnn2C2CCCC2)N2CCSCC2)cc1 (stereo not given) | 0 | -2 | 0 | 5 | 6 | 0.9 | 8 | 1 | 0
Cn1c(N)c(C(C[N+](=O)[O-])c2ccccc2Cl)c(=O)n(C)c1=O (stereo not given) | -2 | -11 | 5 | 0 | 0 | 1.4 | 10 | -5 | -2
Cc1ccc2nsnc2c1NS(=O)(=O)c1c(C)ccc2nsnc12 | 7 | -6 | 4 | -6 | 15 | 1.1 | -6 | 4 | -1
Cc1ccc(N(Cc2ccccc2)C(=O)c2cc(S(=O)(=O)N3CCOCC3)ccc2N2CCCC2)cc1 | 12 | -3 | 0 | 7 | -4 | 0.2 | -5 | 7 | 0
CCN(CC)S(=O)(=O)c1ccc(C(=O)NCC2(N3CCOCC3)CCCCC2)cc1 | -1 | -2 | 1 | / | -10 | 1.8 | 12 | / | 2
Cc1ccc(SCCNS(=O)(=O)c2ccc3c(c2)OCCO3)cc1 | -2 | 15 | 5 | 8 | 6 | 5.3 | 3 | -1 | -3
CC(=O)Nc1ccc2c(c1)nc1n2CCSC1 | -13 | -46 | 1 | 3 | -13 | 0.6 | -2 | 0 | 1
O=C(Nc1cccc(S(=O)(=O)N2CCCCC2)c1)c1ccc(Cl)nc1 | 7 | 5 | 2 | / | -26 | / | 2 | / | /
CCn1cc(C(=O)N2CCN(c3ccc(C(C)=O)cc3)CC2)c2cc(OC)c(OC)cc2c1=O | 11 | 8 | 0 | 1 | 7 | -1.2 | 3 | -1 | -2
N#Cc1c(-c2ccccc2)nc(SCc2ccc([N+](=O)[O-])cc2)[nH]c1=O | 19 | 0 | 5 | 20 | 0 | 1.6 | -7 | 0 | 9
Cc1cc(=O)n(Cc2ccc(OC(C)C)cc2)c(=S)[nH]1 | 5 | 10 | 3 | -1 | 13 | 0.7 | 7 | -1 | 2
COc1ccc(CNC(=O)[C@H](C)NC(=O)C2CC(=O)N(c3ccc(OC)cc3)C2)cc1 (stereo not given in full) | 6 | -2 | 28 | 1 | 6 | 1.3 | 10 | -3 | -1
Cc1ccc(NC(=O)CSc2nc(=O)n(CCCN3CCOCC3)c3c2CCCC3)c(C)c1 | 4 | 15 | 0 | -2 | 3 | 0.9 | 3 | 2 | -2
Cc1ccc(C(=O)NCCc2nnc3c(C(F)(F)F)cc(Cl)cn23)o1 | 4 | 8 | 12 | -1 | 13 | 0.2 | 2 | 5 | -1
CC(C)C(c1nnnn1Cc1ccco1)N1CCN(c2nc3ccccc3s2)CC1 (stereo not given) | 9 | -6 | 1 | 3 | -14 | 0.0 | 5 | 3 | -2
Cc1cc(C)c(S(=O)(=O)N2CCOC2CNC(=O)C(=O)NCc2ccccn2)c(C)c1 (stereo not given) | 1 | 1 | 0 | -2 | -13 | 2.6 | -2 | -1 | -4
CC(C)(C)c1ccc(C(=O)C2CCCN(C(=O)CCn3cncn3)C2)cc1 (stereo not given) | 5 | 5 | 15 | 7 | 10 | 3.4 | 12 | 2 | 3
N#Cc1c2c(c[nH]c1=O)CCN2Cc1ccccc1 | -1 | 3 | 0 | 2 | 5 | 2.1 | -4 | 0 | 1
O=C(CNC(=O)c1ccco1)Nc1cc(Cl)ccc1N1CCOCC1 | -2 | -3 | 4 | 6 | 7 | 0.2 | -6 | -1 | -4
CCc1cccc2[nH]c3cc([N+](=O)[O-])ccc3c12 | -7 | -1 | 0 | 9 | 12 | 1.2 | 5 | 0 | -8
COc1ccc(NC(=O)C2CCCN2C(=O)NCc2ccccc2)cc1 (stereo not given) | 1 | 2 | 1 | 0 | -1 | 2.5 | -2 | -37 | -2
CCCCNc1c(-c2ccc(OC)c(SC3CCCCC3)c2)nc2ccc(C)cn12 | 4 | / | 37 | / | -45 | / | 18 | / | /
CS(=O)(=O)Cc1ccc(C(=O)NC2CCSc3ccccc32)cc1 (stereo not given) | -18 | -11 | 0 | 9 | -8 | 1.8 | 3 | -1 | 0
Cc1ccc(C(=O)N/C(=C\c2ccccc2)C(=O)NCc2ccncc2)cc1 | 4 | 4 | 0 | -4 | -22 | -0.4 | 1 | -1 | 6
Nc1nc(CSc2nc3ccccc3s2)nc(N2CCOCC2)n1 | -3 | 2 | 0 | -7 | 2 | 3.5 | 5 | -7 | 4
COc1cccc(C(C(=O)NC2CCCC2)N(C(=O)c2ccco2)c2ccc(NC(C)=O)cc2)c1OC (stereo not given) | -2 | -5 | 2 | -15 | -9 | -5.0 | -5 | 4 | -9
O=C(NC1CCCCC1)N1CCCCCCC1 | -6 | -8 | 0 | -3 | -5 | 2.7 | 1 | 18* | 3
CCCCc1c(O)c2cccc3c2n(c1=O)CCC3 | 4 | -8 | 2 | -6 | 4 | -0.8 | -5 | 1 | -1
COc1ccc(Br)cc1CN(C)CC(=O)NCCc1ccc(S(N)(=O)=O)cc1 | 6 | -9 | 0 | 2 | 5 | -1.3 | 10 | -2 | -1
Cc1ccc(S(=O)(=O)NCc2ccccc2)cc1C(=O)N1CCN(c2ccccc2)CC1 | -2 | 9 | 0 | / | -8 | 7.9 | -8 | / | -4
CC(C)C[C@H]1CN=C(Nc2ccccc2)N1CCC1CCCC1 | 1 | 0 | 0 | 1 | -8 | -0.1 | 7 | 5 | -1
COc1ccc2[nH]c3c(N4CCN(Cc5ccc6c(c5)OCO6)CC4)ncnc3c2c1 | 6 | -10 | 3 | 4 | -4 | 5.6 | 1 | 6 | -1
Cc1ccccc1Cc1n[nH]c(=S)n1N | -2 | -2 | 0 | 4 | 0 | 4.4 | -6 | 0 | -2
O=C(C1COc2ccccc2O1)N1CCN(Cc2ccccc2)CC1 (stereo not given) | -1 | -5 | 2 | -3 | 6 | 4.4 | 13 | -8 | 2
Cc1cc(Br)cc(C=Nc2ccc(N3CCOCC3)cc2)c1O | -11 | 2 | 2 | -2 | 13 | 1.1 | -2 | -4 | -4
CCC(=O)c1ccc(OCc2ccccc2)c(OC)c1 | -3 | -6 | 1 | 1 | 2 | 2.7 | -3 | -3 | 3
NC(=O)c1ccc(N2CCCCCC2)c([N+](=O)[O-])c1 | 10 | -10 | 1 | 6 | -2 | 1.3 | 2 | -1 | -3
Cc1cccc(Nc2ncnc3c2cnn3Cc2ccccc2)c1 | 1 | -2 | 2 | 1 | -2 | 3.5 | -5 | 0 | 1
CCC(=O)N1c2ccccc2C(N(C(C)=O)c2ccccc2)CC1C (stereo not given) | 0 | -4 | 2 | 3 | -4 | 1.8 | 6 | 1 | -4
CC(C)(C)c1ccccc1NC(=O)C1=COCCO1 | -2 | 1 | 2 | 2 | 8 | -0.2 | -7 | 6 | -5
CCOCCCNC(=S)N(Cc1ccccc1)Cc1nc2ccccc2c(=O)[nH]1 | -18 | -2 | 2 | -1 | 11 | 0.7 | -7 | -2 | -2
CSc1cccc(NC(=S)NCCCN2CCN(c3ccc(F)cc3)CC2)c1 | 1 | 6 | 0 | 2 | 7 | -0.6 | 5 | -3 | -3
CC(=O)Nc1ccc(NC(=O)CSc2nnc3c4ccccc4n(C)c3n2)cc1 | 12 | -16 | 0 | 3 | 4 | -1.9 | 0 | 3 | -2
COCCn1c(=NC(=O)CCS(=O)(=O)c2ccccc2)sc2cc(C)ccc21 | -10 | 3 | 0 | 7 | 16 | 4.0 | 1 | -4 | -1
COc1ccc(C(=O)N/C(=C\c2cn(C)c3ccccc23)C(=O)NCCCn2ccnc2)cc1 | 4 | 3 | 4 | 8 | 3 | -0.9 | 8 | -5 | -7
Cc1cc(C(=O)CN2C(=O)NC3(CCCCC3)C2=O)c(C)n1C | 1 | -20 | 1 | 2 | 29 | -0.8 | -4 | -3 | -3
O=C(c1cccc(F)c1)N1CCN(Cc2ccc3c(c2)OCO3)CC1 | -2 | -11 | 0 | -8 | 17 | -1.9 | -8 | 3 | 0
Cc1cc(C)cc(NC(=O)c2cnn(-c3ccccc3)c2C2CCNCC2)c1 | 10 | -5 | 0 | 3 | 0 | 0.2 | 0 | 3 | -5
CCNC(=O)C1CC(=O)N(Cc2ccc3c(c2)OCO3)C(=Nc2ccc(OCC)cc2)S1 (stereo not given) | -6 | 10 | 3 | -2 | 23 | 4.7 | 6 | -3 | -7
CCOC(=O)C1CCCN(S(=O)(=O)CCNC(=O)c2cccc(OC)c2)C1 (stereo not given) | 3 | -31 | 2 | 0 | 6 | -0.8 | -6 | 10 | -5
COC(=O)C1CSC(C)(C)C(=O)N1 (stereo not given) | 5 | -29 | 6 | 2 | 9 | 0.0 | 9 | 1 | -4

In another format: entries from further up.
CCC(=O)N1c2ccccc2C(N(C(C)=O)c2ccccc2)CC1C (stereo not given)
- procasp7 counter: 0
- JMJD2C inh: -4
- GRK2 inh: 2
- core dimer inh: 3
- VLA-4 inh: -4
- PP5 primary: 1.8
- proCasp3 act: 6
- Fh CTSL1 inh: 1
- PP1 counter: -4
CC(C)(C)c1ccccc1NC(=O)C1=COCCO1
- procasp7 counter: -2
- JMJD2C inh: 1
- GRK2 inh: 2
- core dimer inh: 2
- VLA-4 inh: 8
- PP5 primary: -0.2
- proCasp3 act: -7
- Fh CTSL1 inh: 6
- PP1 counter: -5
CCOCCCNC(=S)N(Cc1ccccc1)Cc1nc2ccccc2c(=O)[nH]1
- procasp7 counter: -18
- JMJD2C inh: -2
- GRK2 inh: 2
- core dimer inh: -1
- VLA-4 inh: 11
- PP5 primary: 0.7
- proCasp3 act: -7
- Fh CTSL1 inh: -2
- PP1 counter: -2

Hits appear at their usual frequency; overall some 2.6% were active at least once.
